Assay outcomes: PubChem BioAssay, National Center for Advancing Translational Sciences (NCATS)
TDP1 inh: qHTS Assay for Inhibitors of Tyrosyl-DNA Phosphodiesterase (TDP1); Tyrosyl-DNA phosphodiesterase 1 (Homo sapiens), Q9NUW8; recombinant TDP1, AlphaScreen DNA substrate cleavage; Potency, µM (top dose mostly 130 µM), for inactives: top-dose activity change, negative = inhibition, most hits filed as inhibitors; 350,000 compounds, 0.28% hits; further: nearly all actives have a fitted effect of over 40% in size
Target sequence (Q9NUW8 whole entry, looked up): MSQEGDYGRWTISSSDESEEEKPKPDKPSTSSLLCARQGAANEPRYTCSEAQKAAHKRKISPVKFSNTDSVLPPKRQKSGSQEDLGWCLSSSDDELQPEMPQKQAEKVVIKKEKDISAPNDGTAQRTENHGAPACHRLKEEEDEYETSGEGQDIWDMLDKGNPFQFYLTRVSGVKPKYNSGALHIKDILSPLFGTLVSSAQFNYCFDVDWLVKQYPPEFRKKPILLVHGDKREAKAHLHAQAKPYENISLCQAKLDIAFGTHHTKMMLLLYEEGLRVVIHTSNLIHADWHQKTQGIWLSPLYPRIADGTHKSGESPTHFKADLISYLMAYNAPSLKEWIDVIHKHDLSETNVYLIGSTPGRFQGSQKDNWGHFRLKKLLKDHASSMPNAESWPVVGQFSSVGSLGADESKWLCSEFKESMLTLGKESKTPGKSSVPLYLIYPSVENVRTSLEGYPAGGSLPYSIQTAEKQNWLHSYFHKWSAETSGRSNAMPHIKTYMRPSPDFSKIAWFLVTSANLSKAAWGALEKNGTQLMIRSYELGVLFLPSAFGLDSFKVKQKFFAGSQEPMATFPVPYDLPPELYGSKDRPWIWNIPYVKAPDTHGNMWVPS
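Tdp1 1 nM final; 15 min RT w/ cpd; substrate 15 nM, 5 min; beads 10 ug/ml, 10 min; AlphaScreen read. Neg ctrl: no enzyme.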
N370S GC mod: qHTS Assay for Inhibitors and Activators of N370S glucocerebrosidase as a Potential Chaperone Treatment of Gaucher Disease; Potency, µM (doses to about 59.4 µM), without a hit: at the highest dose activity change, negative = inhibition, usual class: inhibitors; N370S GC spleen homogenate, 4MU-glucoside fluorescence; 330,000 compounds, 0.092% hits; AID 2101, 2009;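 further: 0% = full enzyme activity and -100% = no enzyme basal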
FEN1 inhibitor: qHTS Assay for the Inhibitors of Human Flap endonuclease 1 (FEN1); P39748; Recombinant FEN1 flap cleavage, fluorescence, 15 min; Potency, µM (highest dose often 114 µM), inactives show at the top dose activity change, negative = inhibition, actives largely listed as inhibitors; 390,000 compounds, 0.35% hits; AID 588795, 2011; further: nearly all actives have a fitted effect of over 65% in size
Target sequence (P39748 whole entry, looked up): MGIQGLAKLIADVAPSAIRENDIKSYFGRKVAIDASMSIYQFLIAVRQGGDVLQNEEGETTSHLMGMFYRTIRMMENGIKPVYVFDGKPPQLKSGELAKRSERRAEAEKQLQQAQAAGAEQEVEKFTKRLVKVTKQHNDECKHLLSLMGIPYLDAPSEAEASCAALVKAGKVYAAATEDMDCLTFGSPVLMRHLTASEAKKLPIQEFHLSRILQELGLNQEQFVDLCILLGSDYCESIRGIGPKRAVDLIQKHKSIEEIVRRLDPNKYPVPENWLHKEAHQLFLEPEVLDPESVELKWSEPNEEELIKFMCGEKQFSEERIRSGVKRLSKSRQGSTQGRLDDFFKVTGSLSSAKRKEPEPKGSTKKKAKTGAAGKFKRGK
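FEN1 at 10 nM, compound pretreatment for 15 min (room temperature), 50 nM final substrate to initiate; endpoint reads at 0 and 15 min; DMSO-only plates used as vehicle background.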
* hit, by the source's call; ? = inconclusive; . = not tested or not shown; & = joins results of further samples; [ ] = another dose, or the depositor's remark. The call rests on the fitted dose curve; in most records, active means well fitted curve in the direction sought with a large enough effect; inconclusive means small, poorly fitted or top-dose-only effect, or another doubt; inactive means no such curve, though single readings can be large; an effect the other way counts as inactive or inconclusive. Unless noted, on the % scale 0 is the no-effect control and ±100 the full control effect; potency means the concentration at half of the fitted maximal effect.

nr | Compound | TDP1 inh | N370S GC mod | FEN1 inhibitor
1 | CC(=O)Nc1ccc(S(=O)(=O)NCCC(=O)Nc2ccc(C)c(F)c2)cc1 | 1.5% | -9.3% | 12.0%
2 | C=C(CO)C1Cc2c(ccc3c(=O)c4c(oc23)COc2cc(OC)c(OC)cc2-4)O1 (stereo not drawn) | 5.7%[56.1 µM] | -7.4% | .
3 | CN1CCN(CC(=O)Nc2sc3c(c2C(=O)Nc2ccccc2)CCCC3)CC1 | -0.1% | -8.9% | -25.0%
4 | Nn1c(CSc2ccccn2)nc2ccccc2c1=O | -3.6% | 3.0% | -6.8%
5 | Cc1cc(NC(=O)CCCC(=O)N(c2ccccc2)C(C(=O)NC2CCCCC2)c2cccs2)no1 (stereo not drawn) | -5.4%[56.1 µM] | 4.2% | -6.2%
6 | O=S(=O)(c1ccc(Br)cc1)c1nnn2c1nc(Nc1cccc(C(F)(F)F)c1)c1sccc12 | 5.1% | . | 38.1%[activator]
7 | COc1ccc(CNS(=O)(=O)CCNC(=O)c2ccccc2)cc1 | . | -6.0% | 11.0%
8 | O=C(Nc1cc([N+](=O)[O-])ccc1Cl)C(Sc1ccccc1)c1ccccc1 (stereo not drawn) | 2.3% | 12.3% | -10.6%
9 | COc1ccccc1NC(=O)c1cnc(SCC(=O)N2CCOCC2)n(C)c1=O | -5.2% | . | -9.9%
10 | CCOc1ccccc1C(=O)Nc1ccc(-n2nncc2C(C)(C)C)cc1 | 3.8% | 1.3% | 10.4%
11 | CS(=O)(=O)c1ccc(-c2nnn(CC(N)=O)n2)cc1 | -2.6% | -6.5% | 3.6%
12 | COc1cc(NC(=O)NC(C)c2c(-n3cccc3)sc3c2CCCC3)cc(OC)c1OC (stereo not drawn) | 2.9% | . | 6.1%
13 | O=c1c2sc3ccccc3c2n(Cc2ccc(F)cc2)c(=O)n1Cc1ccccc1 | -1.8% | . | 20.2%
14 | O=C1COc2cccnc2N1 | 9.8%&4.1% | 6.0%&-19.1% | 1.1%
15 | CCOC(=O)C1=C(COC(=O)[C@H](C)NS(=O)(=O)c2ccccc2F)NC(=O)NC1C (stereo partly drawn) | -2.9%[56.1 µM] | . | -1.2%
16 | Cc1ccc(N2C(=O)C3C4C=CC(CNC(=S)N5CCN(c6ccccn6)CC5)(O4)C3C2=O)cc1 (stereo not drawn) | . | 25.1% | 8.5%
17 | COc1cc(/C=C/C(=O)OCC(=O)NCCCc2ccccc2)ccc1O | 0.2% | . | 11.9%
18 | COc1cccc(CNc2ccc(S(=O)(=O)N3CCCC3)cn2)c1 | -0.7% | . | 13.8%
19 | Cc1ccc(NC(=O)CC2Nc3cccc4cccc(c34)NC2=O)cc1 (stereo not drawn) | 7.4% | . | ?
20 | Cc1ccc(C)c(NC(=O)CN(CCc2ccccc2)S(=O)(=O)c2ccccc2)c1 | 1.9%[2.28 µM] | . | 89.1µM*

Fetched by compound from the entries so far, 2 records:
nr | Compound | TDP1 inh | N370S GC mod | FEN1 inhibitor
3 | CN1CCN(CC(=O)Nc2sc3c(c2C(=O)Nc2ccccc2)CCCC3)CC1 | -0.1% | -8.9% | -25.0%
20 | Cc1ccc(C)c(NC(=O)CN(CCc2ccccc2)S(=O)(=O)c2ccccc2)c1 | 1.9%[2.28 µM] | . | 89.1µM*

(continued)
nr | Compound | TDP1 inh | N370S GC mod | FEN1 inhibitor
21 | COc1cc(C(=O)NCC(=O)N/N=C(/C)c2ccc3c(c2)CCCC3)cc(OC)c1OC | 4.3% | -6.4% | -6.7%
22 | O=C(Nc1ccc(C(=O)O)cc1)/C(=C\C=C\c1ccccc1)NC(=O)c1ccc(Br)cc1 | 0.0% | 2.5% | -18.1%
23 | O=c1/c(=C\c2cccn2-c2ccccc2)sc2nc3ccccc3n12 | 6.9% | -6.0% | 0.5%
24 | O=C(COC(=O)C1=COCCO1)Nc1ccc2c(c1)OCO2 | 0.0% | -9.7% | -5.7%
25 | CCOc1ccc(N(Cc2nnc3n2CCCCC3)C(=O)Nc2cccc(C)c2)cc1 | 5.8% | 13.4% | 0.7%
26 | Cc1c2c([n+]3n1CCC3)CC(C)(C)CC2=O | 5.2% | -7.3% | 1.4%
27 | CC(SCC(=O)Nc1ccc(S(=O)(=O)N2CCCCC2)cc1)C(=O)O (stereo not drawn) | 3.0% | 2.7% | -4.4%
28 | CC1=C(C(=O)OCc2ccccc2)C(c2ccc(Br)cc2)NC(=O)N1CCCC(=O)O (stereo not drawn) | . | -1.0% | -3.3%
29 | CN(CC(=O)Nc1ccc(F)cc1)C(=O)COC(=O)CCN1C(=O)C2CC=CCC2C1=O (stereo not drawn) | 0.6% | -6.2% | 4.8%
30 | COc1cccc(COC(=O)C2CCN(S(=O)(=O)c3ccc(Cl)cc3)CC2)c1OC | . | -14.0% | -14.6%
31 | COc1cccc(NC(=O)CN2C(=O)COc3ccc(C)cc32)c1 | . | -17.0% | -4.0%
32 | CC(C)(C)OC(=O)NCCCC1=CC2=CC(=O)C(C)(OC(=O)C3CCCC3)C(=O)C2=CO1 (stereo not drawn) | 1.2% | 9.6% | .
33 | C/C(CC(C)(C)C1CCCCC1)=N\NC(N)=S | 3.5% | -10.9% | -3.3%
34 | NC(=O)c1ccsc1NC(=O)CSc1nnc(NC2CC2)s1 | -2.1% | . | -1.9%
35 | O=C(NCC(O)c1ccccc1)c1ccc(Cl)c(S(=O)(=O)N2CCCCC2)c1 (stereo not drawn) | 1.0% | -5.4% | -9.2%
36 | NC(N)=NC1=NC(=O)C(Cc2ccccc2)S1 (stereo not drawn) | -4.8% | 6.7% | -12.6%
37 | Cc1nc(C(C)NC(=O)CCc2nnc(CCCc3ccccc3)o2)c(C)s1 (stereo not drawn) | 2.4% | -4.5% | -5.4%
38 | Cc1ccccc1Nc1nn2c(=O)c3ccc(C(=O)N4CCCC(C)C4)cc3nc2s1 (stereo not drawn) | 3.4% | . | 4.5%
39 | CCc1ccc(OCC(=O)Nc2cc(-c3nc4cc(C)ccc4o3)ccc2C)cc1 | 1.9% | . | -11.9%
40 | O=C(NCCCN1CCN(Cc2ccccc2Cl)CC1)Nc1ccccc1 | 11.6% | -10.2% | -3.2%
41 | c1cncc(-c2nc(NCc3ccco3)c3ccccc3n2)c1 | 8.3% | -27.5% | -5.0%
42 | O=C(CSc1nc2ccccc2o1)Nc1cc(C(F)(F)F)ccc1N1CCOCC1 | 0.0% | ? | -16.9%
43 | Cc1ccc(NC(=O)COC(=O)C2CC2C)c(S(=O)(=O)N2CCCCC2)c1 (stereo not drawn) | 0.0% | 3.7% | 6.5%
44 | CCNC(=O)Cn1cc(C#N)c2ccccc21 | 0.0% | 16.0% | -0.8%
45 | COc1ccc2nc(C)cc(Nc3ccc(N4CCOCC4)cc3)c2c1 | 7.1% | -16.6% | ?
46 | CCNC(=S)SCCOc1ccc(C)cc1 | -3.5% | 4.9% | 0.2%
47 | Cc1ccccc1CNC(=O)c1ccc(CN2CC(=O)N3CCCCC3C2=O)cc1 (stereo not drawn) | 2.5% | . | 16.1%
48 | COC(=O)c1c(NC(=O)c2ccc(C)c(S(=O)(=O)Nc3ccccc3C)c2)sc2c1CCCC2 | -1.0% | -0.3% | -4.5%
49 | O=C(CCNc1cc(Cl)cc(Cl)c1)c1ccco1 | 2.2% | 2.6% | -16.2%
50 | CCOC(=O)N/N=C1\CCS(=O)(=O)c2ccc(Cl)cc21 | 5.7% | 11.4% | -12.2%
51 | O=C(NCc1cccnc1)C(=O)NC1CCCCC1 | 4.9% | -2.6% | -9.1%
52 | CN1CCN(C2=NC(=O)/C(=C/c3ccccc3OS(=O)(=O)c3ccccc3)S2)CC1 | . | -3.6% | -10.0%
53 | CCOC(=O)c1c(NC(=O)c2ccccc2)sc2c(O)c(CN(CC)CC)ccc12 | 3.9% | -3.8% | -13.9%
54 | Cc1cccc(NC(=O)CSc2nc(N)cc(N)n2)c1 | 1.1% | 0.6% | -3.0%
55 | Cn1cccc1/C=N/N1CCN(c2ccccc2)CC1 | 11.9% | 0.6% | -7.9%
56 | COC(=O)c1cccc(NC(=O)c2onc3c2CCCC3)c1 | 2.6% | -15.4% | 3.3%
57 | Cc1cccc(/C(N)=N/OC(=O)c2cccc3ccccc23)c1 | -11.0% | -3.6% | .
58 | CC(C)CC1NC(=S)N(Cc2ccccc2)C1=O (stereo not drawn) | -3.1% | 3.8% | 19.1%
59 | O=C(Cn1cnc2ccccc2c1=O)N1CCN(S(=O)(=O)c2ccc(F)cc2)CC1 | 1.4% | . | -13.6%
60 | CCOc1ccc(NC(=O)CSc2nc(C3CC3)nc3ccccc23)cc1 | -2.5% | 4.4% | -5.4%

Some of the entries above in a different format:
# | TDP1 inh | N370S GC mod | FEN1 inhibitor | canonical_smiles
32 | 1.2% | 9.6% | . | CC(C)(C)OC(=O)NCCCC1=CC2=CC(=O)C(C)(OC(=O)C3CCCC3)C(=O)C2=CO1 (stereo not drawn)
33 | 3.5% | -10.9% | -3.3% | C/C(CC(C)(C)C1CCCCC1)=N\NC(N)=S

Screen by screen, as entered above.
FEN1 inhibitor for nos. 12–15, in order: 6.1%, 20.2%, 1.1%, -1.2%

In the list so far, these have a COOH group:
nr | Compound | TDP1 inh | N370S GC mod | FEN1 inhibitor
22 | O=C(Nc1ccc(C(=O)O)cc1)/C(=C\C=C\c1ccccc1)NC(=O)c1ccc(Br)cc1 | 0.0% | 2.5% | -18.1%
27 | CC(SCC(=O)Nc1ccc(S(=O)(=O)N2CCCCC2)cc1)C(=O)O (stereo not drawn) | 3.0% | 2.7% | -4.4%
28 | CC1=C(C(=O)OCc2ccccc2)C(c2ccc(Br)cc2)NC(=O)N1CCCC(=O)O (stereo not drawn) | . | -1.0% | -3.3%

The list goes on:
nr | Compound | TDP1 inh | N370S GC mod | FEN1 inhibitor
61 | Cc1nnc(-c2cnn(C)c2N)n1CCCN(C)C | 8.1% | 6.0% | -1.2%
62 | Cc1ccc2oc(-c3ccc(NC(=O)c4ccc5c(c4)OCO5)cc3)nc2c1 | -4.8%[56.1 µM] | 2.8% | -14.3%
63 | CC(C)OC(=O)COc1ccc(-c2ccccc2)cc1 | -3.0% | -8.8% | -10.9%
64 | Cc1c(NC(=O)COC(=O)CCC(=O)c2ccc(Cl)cc2)c(=O)n(-c2ccccc2)n1C | -3.6% | 0.1% | -0.7%
65 | O=C(CCc1ccc(S(=O)(=O)N2CCOCC2)cc1)Nc1cc(Cl)ccc1N1CCOCC1 | 3.1% | 10.0% | -2.5%
66 | N#Cc1c(Nc2ccccc2)sc(C(=O)c2ccccc2)c1N | 5.3% | 20.2% | -6.2%
67 | CCN(CC)c1ccc(NC(=O)CSc2n[nH]c(-c3ccco3)n2)cc1 | -3.8% | -11.8% | -6.0%
68 | COc1ccc(C(=O)N2CCc3cc(OC)c(OC)cc3C2COc2ccccc2OC)cc1 (stereo not drawn) | 13.0% | . | 0.1%
69 | CCS(=O)(=O)Nc1cccc(C2=NN(C(=O)c3ccco3)C(c3ccco3)C2)c1 (stereo not drawn) | 10.9% | 0.3% | 9.5%
70 | CCc1ccc(Nc2nnc(SCC(=O)Nc3sccc3C(N)=O)s2)cc1 | -1.1% | -3.3% | -13.9%
71 | O=C(Nc1ccc(N2CCN(C(=O)c3ccco3)CC2)cc1)c1ccccc1 | 1.2% | -0.4% | -0.9%
72 | Cc1noc(C)c1S(=O)(=O)N1CCC(C(=O)O)CC1 | -10.2% | . | 10.6%
73 | Cc1oc(-c2ccccc2)cc1C(N)=O | 5.2% | 5.1% | 0.8%
74 | Cc1cccc(NC(=O)CSCc2cc(=O)n3nc(C4CC4)sc3n2)c1 | -0.8% | -17.4% | 6.7%
75 | CC(=O)c1ccc(OCC(O)CN2CCC(C)CC2)cc1 (stereo not drawn) | -1.2% | -2.7% | 16.4%
76 | CCOC(=O)C1CCN(C(c2ccccc2OC)c2c(O)cc(C)n(CCOC)c2=O)CC1 (stereo not drawn) | 0.0% | . | 15.8%
77 | O=C1C(=O)N(CCN2CCOCC2)C(c2ccc([N+](=O)[O-])cc2)/C1=C(/O)c1ccc2c(c1)OCO2 (stereo not drawn) | -0.3% | 4.2% | -1.3%
78 | COc1ccc(C2c3cc(OC)c(OC)cc3CC(=O)N2c2ccc(C)cc2)cc1 (stereo not drawn) | 3.7% | . | 3.4%
79 | O=C(CSc1nccc(=O)[nH]1)N1CCN(c2ccccc2)CC1 | -8.6% | 7.8% | -0.1%
80 | COc1ccc(CNC(=O)Cn2c(=O)n(CCC(=O)N3CCCCC3)c(=O)c3sccc32)cc1 | 3.0% | -3.4% | -4.0%
81 | CC(C)Oc1c(Cl)cc(CNC(C)(C)CO)cc1Cl | 1.1% | 2.4% | -3.7%

Outcome played no part in choosing rows. Share with any hit: about 0.53%.
